TCR CD3 inh: inhibitors of human TCR-CD3 interaction, primary screen, biochemical, fluorescence, TAMRA-labeled TCR probe; inhibition, % at 9.4 µM; 360,000 compounds, 0.37% hits; in the data active means inhibition above about 19%;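 further: recombinant mutant TCR 2C K166C tagged with TAMRA read by polarization; 0% = receptor in buffer alone and 100% = receptor with positive control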
SIAE primary: human SIAE inhibitors, primary screen, biochemical, fluorescence polarization, FP-Rh probe, 1536-well HTS | Sialate O-acetylesterase (Homo sapiens), Q9HAT2 | SIAE FP-Rh probe binding | inhibition, % at 9.66 µM | 370,000 compounds, 0.69% hits;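 active means inhibition above a cutoff: mean of compounds within the control limits plus 3 SD of those, cut at about 17% in these data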;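 further: 0% = plate median of compound wells and 100% = probe without SIAE protein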
HTRA1 inhibitor: HTRA1 serine protease inhibitors, primary screen, biochemical, fluorescence polarization, HTS | inhibition, % at 5.96 µM | Q92743 | 340,000 compounds, 0.5% hits | recombinant HTRA1, FP-rhodamine activity-based probe; in the data active means inhibition above about 36%;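 further: 0% = enzyme with DMSO and 100% = wells lacking enzyme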
TDP2 inh: human TDP2 enzyme inhibitors, primary screen, biochemical, epi absorbance, recombinant enzyme. inhibition, % at 12.8 µM. T5PNP hydrolysis, p-nitrophenol absorbance 415 nm. AID 720702, 2013. 370,000 compounds, 0.34% hits. Tyrosyl-DNA phosphodiesterase 2 (Homo sapiens), O95551;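 active means inhibition above the mean of all tested compounds plus 3 SD, set per campaign, cut at about 25% in these data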;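 further: 0% = DMSO with enzyme and 100% = buffer with substrate but no TDP2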
Target sequence (O95551 whole entry, looked up): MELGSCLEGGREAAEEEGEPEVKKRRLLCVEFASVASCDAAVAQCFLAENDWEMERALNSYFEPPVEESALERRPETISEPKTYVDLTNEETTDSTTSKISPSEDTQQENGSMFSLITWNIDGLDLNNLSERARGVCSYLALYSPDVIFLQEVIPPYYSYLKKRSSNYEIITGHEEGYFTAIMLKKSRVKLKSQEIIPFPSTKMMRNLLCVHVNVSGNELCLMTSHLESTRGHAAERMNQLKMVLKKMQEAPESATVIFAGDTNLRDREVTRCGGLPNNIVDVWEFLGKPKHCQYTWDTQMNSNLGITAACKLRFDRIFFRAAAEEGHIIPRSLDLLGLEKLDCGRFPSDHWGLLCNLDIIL
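Evaluation: % inhibition relative to enzyme-containing and enzyme-free wells. Material: recombinant human TDP2. Benchmarks: enzyme-free and DMSO wells. Timing: enzyme reaction with compound for 2 h at 37 °C. Compound dosing: 12.8 µM only. Measured by: p-Nitrophenol epi absorbance. Reagent: T5PNP substrate at 5 mM, a TopII-DNA adduct mimic. Replication: single well per compound.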
ABHD4 inh: ABHD4 inhibitors, primary screen, biochemical, fluorescence polarization, mouse. (Lyso)-N-acylphosphatidylethanolamine lipase (Mus musculus), Q8VD66. purified mABHD4, FP-Rh probe fluorescence polarization. inhibition, % at 8.92 µM. 370,000 compounds, 0.54% hits. AID 720543, 2013;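 active means inhibition exceeding the mean over every tested compound plus 3 SD, cut at about 30% in these data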;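 further: 0% = plate median of compound wells and 100% = S159A mutant with DMSO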
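Doses – 8.92 µM, single dose · Material – wild-type mouse ABHD4 protein · Replication – single well per compound (singlicate) · Measure – percent inhibition of probe binding, normalized to plate controls · Schedule – 45 min compound pre-incubation plus 60 min probe step, 25 °C · Detection – fluorescence polarization with parallel and perpendicular emission, 525/598 nm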
PRMT1 inh: PRMT1 methyltransferase inhibitors, primary screen, biochemical, fluorescence polarization. Protein arginine N-methyltransferase 1 (Homo sapiens), Q99873. inhibition, % at 2.79 µM. recombinant PRMT1, activity-based probe fluorescence polarization. 370,000 compounds, 1.3% hits;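 active means inhibition above about 21% made by adding two undisclosed values, limit read from the data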
LEDGF integ inh: blockers of LEDGF/p75-dependent integrase strand transfer – biochemical, TR-FRET, high throughput, primary screen. HIV-1 integrase (with human LEDGF/p75). TR-FRET IN-LEDGF/p75 DNA integration, Eu/Cy5. inhibition, % at 3.7 µM. 370,000 compounds, 0.64% hits. AID 743269, 2014;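 active means inhibition above the screen-wide mean plus 3 SD, cut at about 13% in these data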;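 further: signal is the Cy5 over europium emission ratio at 671 and 618 nm; 0% = plate median of compound wells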
UHRF1 MBD2 ctr: UHRF1 methylated DNA binding inhibitors, primary screen, counter-screen for MBD2 inhibitor project, biochemical, TR-FRET, human UHRF1, single concentration. UHRF1 binding to methylated oligo. inhibition, % at 4.4 µM. 370,000 compounds, 0.75% hits. AID 687016, 2013; in the data active means inhibition above about 21%;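 further: UHRF1 SRA domain binding a hemimethylated CpG hairpin DNA probe; 0% = median of test compound wells and 100% = reference inhibitor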
PG9 binder: binders of HIV-1 gp120 antibody PG9, primary screen, biochemical, TR-FRET | HIV-1 gp120 / PG9 antibody interaction | TR-FRET gp120-PG9 antibody binding | inhibition, % at 6.7 µM | 360,000 compounds, 0.43% hits | AID 624416, 2012; in the data active means inhibition above about 8.5%
DDE Tn7 FP inh: inhibitors of Tn7 peptide binding to fibrin DD(E), primary screen, biochemical, fluorescence polarization, human fibrin, Tn7 probe | 370,000 compounds, 0.13% hits | FP displacement of FITC-Tn7 peptide from fibrin DD(E); 0% = median of compound wells per plate | Fibrinogen beta chain (Homo sapiens), P02675 | inhibition, % at 8.3 µM | AID 720508, 2013;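 active means inhibition above the mean of compounds falling within the control limits plus 3 SD of them, cut at about 14% in these data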;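 further: 0% = plate median of compound wells and 100% = 10 µM Aha-Tn7 peptide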
Target sequence (P02675 whole entry, looked up): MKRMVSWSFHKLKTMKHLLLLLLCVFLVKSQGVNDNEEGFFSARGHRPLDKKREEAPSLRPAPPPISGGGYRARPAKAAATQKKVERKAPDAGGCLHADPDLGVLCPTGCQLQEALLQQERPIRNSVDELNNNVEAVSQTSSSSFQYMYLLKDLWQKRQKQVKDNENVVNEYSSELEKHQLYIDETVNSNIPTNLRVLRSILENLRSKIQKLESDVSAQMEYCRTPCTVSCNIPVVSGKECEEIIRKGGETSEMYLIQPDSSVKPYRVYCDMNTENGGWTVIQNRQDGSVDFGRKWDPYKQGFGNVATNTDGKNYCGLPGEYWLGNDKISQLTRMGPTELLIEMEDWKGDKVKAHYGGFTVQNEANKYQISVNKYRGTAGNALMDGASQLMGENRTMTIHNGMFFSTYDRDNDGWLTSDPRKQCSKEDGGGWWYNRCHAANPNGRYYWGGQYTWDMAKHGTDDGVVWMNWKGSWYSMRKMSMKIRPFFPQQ
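system = human fibrin DD(E) protein | quantity = DD(E) 2 µM final | medium = Tris/NaCl/CaCl2 buffer, pH 7.8 | also added = labelled Tn7 tracer, 0.1 µM | compound dosing = single point at 8.3 µM | timing = compound with protein 10 min, then 3 h after probe, room temperature | signal = FP measurement | benchmarks = Aha-Tn7 high control | repeats = one replicate per compound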
Active calls of the source: *; . = no result given.

SMILES | TCR CD3 inh | SIAE primary | HTRA1 inhibitor | TDP2 inh | ABHD4 inh | PRMT1 inh | LEDGF integ inh | UHRF1 MBD2 ctr | PG9 binder | DDE Tn7 FP inh
Cc1ccc(C(=O)N(CC(=O)Nc2ccc(Cl)c(Cl)c2)Cc2ccco2)cc1 | 5 | -1 | -10 | 5 | -5 | 1 | -1 | 0 | -1.7 | 0
CN(CCc1ccccn1)C(=O)c1nn2c(C(F)(F)F)cc(-c3ccco3)nc2c1Cl | -1 | 2 | -3 | -2 | 8 | 0 | 1 | 1 | -2.0 | -1
Brc1ccc(-c2ncc3ccccn23)cc1 | 0 | 3 | 4 | 7 | 2 | -2 | 1 | 0 | 0.1 | -1
CCOC(=O)c1nc(Nc2ccc(C(=O)OC)cc2)c2ccccc2n1 | 0 | -25 | -16 | 8 | 2 | -1 | -5 | -3 | 1.1 | -2
Cc1cc(F)ccc1-c1cc(C(=O)Nc2ccccc2)[nH]n1 | -9 | 2 | . | 8 | 1 | 0 | -3 | 2 | 0.4 | -8
Clc1ccc(CN2CCN(/N=C/c3ccco3)CC2)cc1 | -3 | 5 | 2 | 3 | 6 | -1 | -5 | 18 | -0.9 | 7
O=C(CN(C(=O)CNC(=O)c1cccs1)c1ccccc1F)NC1CCCC1 | -1 | 5 | 2 | -2 | -5 | 2 | 0 | 0 | 0.0 | 7
COc1ccc(COc2cc(-c3cccc(OC)c3)nc3ccc(N)cc23)cc1 | -1 | 9 | 8 | 7 | 21 | -1 | -4 | -11 | 1.7 | -5
CCC(C)C(NC(=O)c1ccc(Cl)cc1)C(=O)Nc1cccnc1 (stereo not given) | 0 | -1 | -20 | -10 | -14 | 6 | -1 | 4 | 1.2 | 7
CCCCn1nc2cc(C(=O)NCc3ccc4c(c3)OCO4)ccc2c1OCC | 2 | -4 | -8 | 0 | 6 | 1 | 0 | 1 | -3.3 | -3
CC(C)N(CC#CCC(O)(c1ccccc1)c1ccccc1)CCO | 15 | 1 | . | -8 | 0 | -4 | 5 | 26* | -1.5 | -12
COc1cccc(NC(=O)CSc2nnc(C3CCCCC3)n2N)c1 | 7 | 2 | -2 | -1 | -8 | -2 | 0 | -2 | 0.5 | -1
Cn1c(N2CCN(C(=O)Nc3ccc(F)cc3)CC2)nc2ccccc21 | 6 | 3 | 2 | -9 | 5 | 1 | 2 | -1 | -1.4 | -8
CC(C)(C)c1ccc(NS(=O)(=O)c2ccc(N)cc2)cc1 | 4 | 0 | -13 | 7 | -8 | 0 | 0 | -2 | 0.4 | 2
Cc1cccc(C(=O)N2CCC(=O)N(C(COCc3cccc(C(F)(F)F)c3)Cc3ccccc3)CC2)c1 (stereo not given) | 4 | 0 | -40 | -4 | -10 | 1 | 0 | -1 | 0.7 | -4
O=C(Cc1ccc(Cl)cc1)NCCc1c[nH]c2ccccc12 | 7 | 9 | -5 | 6 | 2 | -1 | 2 | 0 | -0.8 | 2
N#C/C(=C/N1CCOCC1)c1ccccc1 | -4 | 2 | 7 | 6 | 7 | 2 | 1 | 1 | -1.1 | -1
Cc1ccc(S(=O)(=O)N2CC[C@@H]2C(=O)O)cc1 | -3 | -4 | . | 3 | -3 | 2 | -4 | -1 | -0.1 | -2
CN(C)c1ccc(C=c2c3cc(O)ccc3n3c2cc(-c2ccccc2)[n+]3C)cc1 | -29 | -81 | -38 | 23 | -146 | 6 | 8 | 31* | -16 | 2
COc1ccc(C(CC(=O)N2CCCC2)c2c(O)cc(OC)cc2OC)cc1 (stereo not given) | 2 | 3 | 4 | 2 | -10 | 2 | -4 | 1 | 0.3 | 4
O=C(NCCc1ccncc1)c1ccc2nc(Cc3cccc(Cl)c3)oc2c1 | 0 | 4 | -4 | 3 | -2 | 3 | -1 | -1 | -0.3 | -1
COc1ccccc1N1CCN(C(=O)Cn2c(=O)oc3cc(S(=O)(=O)N4CCCC4)ccc32)CC1 | 0 | -1 | 3 | 6 | 2 | 1 | -3 | -1 | 0.7 | 4
CC(OC(=O)c1ccc(F)c(S(=O)(=O)N2CCOCC2)c1)C(=O)NC1CCCC1 (stereo not given) | 7 | -4 | -7 | -3 | -1 | -6 | 5 | 0 | -1.2 | -1
Cc1ccc(C(C(=O)NC2CCCCC2)N(Cc2ccco2)C(=O)Cn2cnc3ccccc32)cc1 (stereo not given) | 1 | -2 | -2 | -7 | 7 | 1 | 2 | -2 | -2.0 | -2

Full records, looked up by structure. Order of screens: TCR CD3 inh	SIAE primary	HTRA1 inhibitor	TDP2 inh	ABHD4 inh	PRMT1 inh	LEDGF integ inh	UHRF1 MBD2 ctr	PG9 binder	DDE Tn7 FP inh
Cn1c(N2CCN(C(=O)Nc3ccc(F)cc3)CC2)nc2ccccc21 in the list: 6	3	2	-9	5	1	2	-1	-1.4	-8
O=C(Cc1ccc(Cl)cc1)NCCc1c[nH]c2ccccc12 in the list: 7	9	-5	6	2	-1	2	0	-0.8	2
N#C/C(=C/N1CCOCC1)c1ccccc1 in the list: -4	2	7	6	7	2	1	1	-1.1	-1

Further results
SMILES | TCR CD3 inh | SIAE primary | HTRA1 inhibitor | TDP2 inh | ABHD4 inh | PRMT1 inh | LEDGF integ inh | UHRF1 MBD2 ctr | PG9 binder | DDE Tn7 FP inh
CCOc1cc2[nH]c(=S)n(CCCN3CCN(C)CC3)c(=O)c2cc1OCC | -2 | -7 | 3 | -10 | 0 | -2 | -4 | 7 | -0.4 | -2
C=C1N(c2ccccc2)C(=O)OC1(C)C | 1 | -9 | 4 | 7 | 6 | -2 | -1 | 3 | -1.0 | 1
COc1ccccc1CNC(=O)CCS(=O)(=O)c1ccc2c(c1)CCCN2C(C)=O | 9 | -3 | 3 | -6 | -2 | 4 | -3 | 1 | -2.3 | -4
CC12CCC(C(=O)NNc3ccc([N+](=O)[O-])cc3)(OC1=O)C2(C)C (stereo not given) | -2 | -2 | 5 | 1 | 4 | -1 | -1 | -4 | -1.8 | -6
CSc1cccc(NC(=S)N2CCC(N(C)C(C)C)CC2)c1 | 10 | 2 | -3 | -9 | -4 | -6 | 6 | 1 | 0.2 | -10
Cc1sc(NC(=O)c2ccco2)c(C(c2cccnc2)N2CCN(C)CC2)c1C (stereo not given) | 5 | 8 | 0 | 5 | 4 | -3 | 5 | 0 | -0.9 | -2
COc1cccc(C=C2SC(=S)N(Cc3ccco3)C2=O)c1OC | 5 | 1 | . | -3 | 1 | 11 | -3 | 0 | -2.4 | -6
Cc1oc2ccc(OCc3ccccc3Cl)cc2c1C(=O)O | -3 | -7 | -3 | -2 | 0 | 4 | -2 | 4 | 1.0 | 3
O=C(CN1CCOCC1)Nc1ccccc1 | -4 | 3 | 4 | -2 | 0 | -1 | -2 | 0 | -0.7 | -3
COc1cccc(C(=O)Nc2c(C)nn(-c3ccccc3)c2C)c1 | 4 | 0 | -5 | 1 | -1 | 0 | 2 | -3 | 1.4 | 7
O=C(O)C1CCCCC1C(=O)Nc1cccc(C(=O)N2CCCCC2)c1 (stereo not given) | 7 | -1 | -6 | 5 | 3 | 1 | -3 | -1 | -0.4 | 5
Cc1ccc(-c2nc(CSCC(=O)N3CCN(c4ccccn4)CC3)c(C)o2)cc1 | 11 | 6 | -6 | 2 | 3 | -4 | -2 | 1 | -0.1 | 6
COc1cc(C(=O)N2CCN(c3ccccc3F)CC2)ccc1OCC(=O)N1CCOCC1 | -5 | 0 | 3 | 6 | 5 | -4 | -2 | -1 | -0.3 | -7
COc1ccc(C(=O)NCCN2C(=O)S/C(=C\c3cccnc3)C2=O)cc1[N+](=O)[O-] | 3 | 8 | 0 | 9 | 2 | 0 | -5 | -1 | -0.1 | -1
COc1ccc(C(OCC(O)CNCCc2ccccc2)c2ccc(OC)cc2)cc1 (stereo not given) | 6 | 9 | -8 | 8 | 12 | -2 | 1 | 0 | -0.7 | -1
Cc1ccnc(NC(=O)COC(=O)C2COc3ccccc3O2)n1 (stereo not given) | -2 | -8 | 13 | -5 | -3 | 7 | 1 | -12 | 1.9 | 5
O=C(CSC1=Nc2ccccc2C2=NC(Cc3c[nH]c4ccccc34)C(=O)N12)NC1CCCCC1 (stereo not given) | 3 | 4 | -6 | 2 | 2 | -1 | 2 | 5 | -2.8 | 2
CC(=O)Nc1ccc(NC(=S)NC(=O)c2ccc([N+](=O)[O-])c(C)c2)cc1 | -5 | 1 | 4 | 0 | 5 | -3 | 0 | 1 | -0.9 | -2
O=c1c2ccccc2nc(SCc2cc([N+](=O)[O-])cc3c2OCOC3)n1-c1ccccc1 | 3 | -4 | 3 | 5 | -1 | -2 | -2 | 0 | -2.0 | 0
O=C(NN1C(=O)C2C(C1=O)C1C=CC2C12CC2)c1ccccc1Cl (stereo not given) | 4 | 1 | 9 | 1 | 0 | -2 | 1 | 3 | 0.0 | 3
Cc1cc(C(=O)Nc2sccc2C(N)=O)c(C)o1 | 0 | -6 | 2 | 4 | -2 | 8 | 1 | -2 | 0.2 | 2
COc1ccccc1NC(=O)C(C)NS(=O)(=O)c1ccc(Cl)cc1 (stereo not given) | 2 | -4 | -3 | 4 | 3 | -1 | -3 | 0 | 0.6 | -1
Cc1ccc(N/C(N)=N/c2nc(CSc3ccccn3)cc(=O)[nH]2)c(C)c1 | -8 | 8 | 9 | 4 | -4 | 1 | 0 | 2 | -1.2 | 2
O=C(CSCc1ccccc1)N1CCN(S(=O)(=O)c2cccc(F)c2)CC1 | -4 | -2 | -1 | 1 | 1 | 3 | 0 | -3 | -0.8 | 0
COc1ccc(C(C)NC(=O)C23CC4CC(CC(C4)C2)C3)cc1 (stereo not given) | -5 | 1 | 3 | 0 | -7 | -7 | 4 | -1 | -0.1 | 1
CCc1ccc(OCC(=O)Nc2ccc3oc(=O)ccc3c2)cc1 | 5 | -12 | -9 | 2 | -4 | 3 | -2 | -1 | 0.1 | 6

Bioassay records from PubChem.
